Pf gamet viab: late stage P. falciparum gametocyte viability inhibitors, primary screen, ATP luminescence, HTS. 150,000 compounds, 0.065% hits. inhibition, % at 10.9 µM. P. falciparum stage V gametocytes, 24 h;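 active means inhibition above the mean plus 3 SD of compounds within the control limits, set per campaign, cut at about 38% in these data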;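 further: 0% = DMSO wells and 100% = medium only without gametocytes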
The depositor's hits bear a star.

SMILES	Pf gamet viab
CN(C(=O)c1ccc(-c2ccccc2)cc1)C1CCCCC1	-14
C=CC[C@@H](CC(=O)N[C@@H](CO)Cc1ccccc1)C(=O)N[C@H](COC(=O)[C@@H](CC=C)Cc1ccc(F)cc1)Cc1ccccc1	12
O=C(/C=C/c1cccc([N+](=O)[O-])c1)N1CCN(Cc2ccccc2)CC1	3
CCCCN1CCNC[C@H]1Cc1ccc(O)cc1	8
CC(C)n1cnc2c(NCc3ccccc3)cc(Cc3ccc(F)cc3)cc21	8
Cc1cc(-c2cc(C(=O)Nc3ccccc3)on2)nc(NCC2CC2)n1	22
CC(C)(CNC(=O)c1cccc(F)c1)CNC(=O)c1cccc(F)c1	-5
CCCCCCCN1CCC(=O)N([C@H](CO)CC(C)C)CC1	-4
O=C(Oc1ccc(C(=S)N2CCOCC2)cc1)c1ccc(F)cc1	11
CCOCCCNC(=O)Cn1cnc2c(cnn2-c2ccc(OC)cc2)c1=O	-2
Cc1ccc(C2C=C(c3ccccc3)Nc3ncnn32)cc1 (stereo not drawn)	11
CCSc1nsc(NC(=O)Nc2cccc(C(C)=O)c2)n1	2
Cc1ccc(S(=O)(=O)n2c(N)nc3ccccc32)cc1	-6
COC(=O)c1ccc2c(c1)N(Cc1nc(-c3ccc(Cl)cc3)oc1C)C(=O)C1CCCN21 (stereo not drawn)	9
O=C(O)CCC(=O)Nc1ccc(-c2nc3ccc(C(=O)c4ccccc4)cc3[nH]2)cc1	-24
CCN1C(=O)N[C@@H](c2cccc(C(F)(F)F)c2)C(C(=O)OC)=C1C	-35
Cc1ccc(OCCSc2nc3ccccc3n2CC(=O)O)cc1	12
COc1ccc2c(c1)C(=O)CCC2c1ccccc1 (stereo not drawn)	8
O=Cc1c(NC2CCCCC2)c2ccccc2[nH]c1=O	5
Fc1ccccc1Nc1nc(N2CCOCC2)nc(N2CCOCC2)n1	-13
Cc1cccc[n+]1CC(=O)c1ccc([N+](=O)[O-])cc1	-6
CCC(=O)c1ccccc1OCCCCn1cncn1	-7
C[C@H]1CN=C(Nc2ccccc2)N1CCc1ccccc1	12
O=C(CCN1CCOCC1)NCc1ccccc1	3
CC(=O)COc1cccc2ccc(/C=C/c3ccc(Br)s3)nc12	5
Cc1cccc(OCC(=O)Nc2cc(NC(=O)COc3cccc(C)c3C)cc(C(=O)O)c2)c1C	-24
CCOc1cccc(N2CCN(CCNC(=O)Nc3ccc(C)cc3)CC2)c1C	-7
O=C1CCCCCCCCCC/C(=N\O)CCCO1	17
COc1ccccc1C(=O)NCCSCc1c(F)cccc1Cl	15
Fc1ccc(NC(=S)N2CCN(c3ccccn3)CC2)cc1Cl	21

Filtered by structure, the entries above with a halogen.
SMILES	Pf gamet viab
C=CC[C@@H](CC(=O)N[C@@H](CO)Cc1ccccc1)C(=O)N[C@H](COC(=O)[C@@H](CC=C)Cc1ccc(F)cc1)Cc1ccccc1	12
CC(C)n1cnc2c(NCc3ccccc3)cc(Cc3ccc(F)cc3)cc21	8
CC(C)(CNC(=O)c1cccc(F)c1)CNC(=O)c1cccc(F)c1	-5
O=C(Oc1ccc(C(=S)N2CCOCC2)cc1)c1ccc(F)cc1	11
COC(=O)c1ccc2c(c1)N(Cc1nc(-c3ccc(Cl)cc3)oc1C)C(=O)C1CCCN21 (stereo not drawn)	9
CCN1C(=O)N[C@@H](c2cccc(C(F)(F)F)c2)C(C(=O)OC)=C1C	-35
Fc1ccccc1Nc1nc(N2CCOCC2)nc(N2CCOCC2)n1	-13
CC(=O)COc1cccc2ccc(/C=C/c3ccc(Br)s3)nc12	5
COc1ccccc1C(=O)NCCSCc1c(F)cccc1Cl	15
Fc1ccc(NC(=S)N2CCN(c3ccccn3)CC2)cc1Cl	21

Carrying on:
SMILES	Pf gamet viab
Cn1c(=O)c2c(nc(CN3CCN(c4ccccc4)CC3)n2CCCc2ccccc2)n(C)c1=O	0
Cc1ccc[n+](CC(=O)Nc2ccc(N(C)C)cc2)c1	13
O=C(Cc1ccccc1)Nc1cc2c(cc1Cl)OCCCO2	2
COc1cccc(-c2ncc3ccccc3c2COC(=O)CCCC(=O)O)c1	4
Cc1ccc2c(c1)N(CC(=O)Nc1ccccc1F)C(=O)C(C)O2 (stereo not drawn)	-14
C[C@@H]1COC(=O)[C@H](Cc2ccc(F)cc2)CC/C=C/C[C@@H](CC(=O)N[C@H](CO)Cc2ccccc2)C(=O)N1	-6
CC1(C)Cc2ccccc2/C(=C/C(=O)c2ccccc2)N1	-25
C=CCC[C@H](Cc1ccc(F)cc1)C(=O)OC[C@@H](Cc1c[nH]c2ccccc12)NC(=O)[C@H](CC=C)CC(=O)N(CCO)Cc1ccccc1	5
O=C(NCc1ccccc1)c1c[nH]c2ccccc2c1=O	10
COc1ccccc1NC(=O)C(NC(=O)c1ccc(C)cc1)c1ccccc1 (stereo not drawn)	6
Cc1cc(Cl)c(OCCCNC2CCCC2)c(Br)c1	-8
CC1=NN(C(N)=S)C(=O)C1N=Nc1cccc(C(=O)O)c1 (stereo not drawn)	6
CS(=O)(=O)N(CC(=O)N1CCCCCC1)c1cc(Cl)ccc1Cl	-18
CC1(C)CC(=O)C=C(NCc2ccco2)C1	13
OCC[C@@H]1C[C@H](O)[C@@H](O)[C@]2(Cc3ccccc3CCO2)O1	8
C=CCOc1c(Br)cc(CNn2c(C)n[nH]c2=S)cc1OC	-26
C#Cc1ccc([C@@H]2C=C(C(=O)O)O[C@H](OCC)[C@H]2CCCO)cc1	21
COCCC(C(=O)Oc1c(C(C)(C)C)cc(C)cc1C(C)(C)C)c1ccccc1 (stereo not drawn)	-4
COc1ccc(NC(=O)c2ccc3c(c2)S(=O)(=O)c2ccccc2C3=O)cc1	22
O=C1CCN(CCCc2ccccc2)CCN1[C@H](CO)c1ccccc1	3
COc1cc(OC)c(CN2CCc3c([nH]c4ccccc34)C2)cc1Br	-7
CCOC(=O)c1nc(N/N=C/c2ccccc2)sc1Br	-1
CCOC(=O)C1=C(c2ccccc2)NC(=O)NC1c1cc(OC)c(O)c([N+](=O)[O-])c1 (stereo not drawn)	11
Cc1cc(C)nc(-n2nc(C)c3c(C(=O)O)cc(-c4cccc(Br)c4)nc32)n1	-8
CCC1CCC/C1=N\NC(=O)c1ccccc1C (stereo not drawn)	16
CCCCCCSc1cccc(-c2nc3ccc(C)cn3c2NCc2ccccc2)c1	-18
COc1cc2oc3ccc(C#Cc4ccc(N)cc4)cc3c(=O)c2cc1OC	-17
CC(=O)/C=C\c1ccc(OC(=O)c2cccnc2)cc1	13
Cc1c2n(c3ccccc13)CCN(C)C2	4
O=C(NNC(=O)c1ccc(Cl)c([N+](=O)[O-])c1)c1ccncc1	6
CC(C)C[C@@H](CO)N1CCN(Cc2ccc([N+](=O)[O-])cc2)CCC1=O	0
COCCNc1nc2c(c(=O)n(Cc3ccccc3F)c(=O)n2C)n1C	7
COc1ccc(-c2csc(NC(C)c3nc4cc(Cl)c(Cl)cc4n3CCCO)n2)cc1 (stereo not drawn)	3
COC(=O)CN(C#N)c1nc(NCc2ccccc2)nc(OC)n1	-5
O=C(CCCCCN1C(=O)c2cccc3cccc(c23)C1=O)NCCCO	7
N#Cc1ccc(CSc2nc(N)cc(N)n2)cc1	-3
O=C(NCc1ccc(F)cc1)c1cccc2c1C(=O)c1ccc(N3CCOCC3)cc1S2(=O)=O	-6
O=c1ccc(-c2ccccc2)nn1Cc1ccccc1	2
CCc1ccc(N2CCN(S(=O)(=O)CC34CCC(CC3=O)C4(C)C)CC2)cc1 (stereo not drawn)	-9
COc1ccc(N(C(C)C(=O)NCCSCc2cccc(Cl)c2)S(C)(=O)=O)cc1 (stereo not drawn)	-1
N#Cc1ccccc1NC(=O)CN1CCOCC1	-4
CCOC(=O)C1CCCCN1C(=O)c1cc2ccc(OC)cc2c2cc(OC)c(OC)cc12 (stereo not drawn)	2
COc1ccc(-c2oc(=O)c3cc(OC)c(OC)cc3c2/C=C/c2ccc(OC(C)=O)cc2)cc1	-16
O=C1NC2(CCCCC2)CO1	-9
O=C(NC1CC1)C1=C[C@@H](c2ccc(C(F)(F)F)cc2)C[C@@H](OCCCCO)O1	-27

5 compounds drawn at random from the list so far:
SMILES	Pf gamet viab
COc1ccc(-c2oc(=O)c3cc(OC)c(OC)cc3c2/C=C/c2ccc(OC(C)=O)cc2)cc1	-16
O=c1ccc(-c2ccccc2)nn1Cc1ccccc1	2
O=C(Cc1ccccc1)Nc1cc2c(cc1Cl)OCCCO2	2
COCCC(C(=O)Oc1c(C(C)(C)C)cc(C)cc1C(C)(C)C)c1ccccc1 (stereo not drawn)	-4
CC1(C)CC(=O)C=C(NCc2ccco2)C1	13

The listing continues.
SMILES	Pf gamet viab
CCOc1ccc(C(=O)N2CCc3ccccc32)cc1OCC	1
COc1ccc(-c2c(-c3cc(OC)cc(OC)c3)sc3ccc(OC)cc23)cc1	10
COc1ccccc1CNc1cncnc1	5
O=C(CCC(=O)NC1CCCCC1)NCc1ccc(F)cc1	-2
CC/C=C(/NC(C)=O)c1ccccc1	6
Brc1ccc(-c2csc(N3CCCCCC3)n2)cc1	-13
CCOc1cc(-c2sc(Nc3ccc(CC)cc3)n[n+]2-c2ccccc2)ccc1OC	21
O=C(Nc1ccc(F)c(Cl)c1)C1CC2CCC1C2 (stereo not drawn)	-7
COc1ccc(CNC(=O)c2cc3c(=O)n4ccccc4nc3n(CC3CCCO3)c2=N)cc1 (stereo not drawn)	-3
O=C1c2ccc(Cl)cc2S(=O)(=O)c2cccc(C(=O)N3CCN(c4ncc(Br)cn4)CC3)c21	-22
COc1ccccc1Nc1nc(-c2ccc([N+](=O)[O-])cc2)nc2ccccc12	-2
CC(=O)N1CCN(c2ccc(NC(=O)c3cccc(Cl)c3)cc2)CC1	3
C#CCOc1c(Cl)cc(C2C3=C(CCCC3=O)N(CC(=O)O)C3=C2C(=O)CCC3)cc1OC	17
CC(C)(C)OC(=O)COc1cc(F)ccc1[N+](=O)[O-]	-26
C/C(=N\O)c1ccco1	-4
COc1cccc(C#Cc2c(CO)[nH]c3ccccc23)c1	-40
CCOc1cccc(C(=O)Nc2ccc3ccccc3c2)c1	16
COc1cc(OC)cc(-c2c(-c3cccs3)c3cc(-c4ccc(OC)nc4)ccc3n2C)c1	-3
COc1cccc2sc3cc(C#Cc4ccccn4)ccc3c(=O)c12	7
C[C@@]12C(=O)N(Cc3ccc(-c4ccccc4)cc3)CC(=O)N1[C@H](/C=C/c1ccccc1)[C@@H]1C(=O)N(c3ccccc3)C(=O)[C@@H]12	-9
COc1ccc(-c2nn(-c3ccccc3)cc2C(N)=O)cc1OC	18
CCn1cc(C(=O)NC2CCCC2)c(=O)c2cc(S(=O)(=O)N3CCOCC3)ccc21	-18
O=C(NC1CC2CCCC(C1)N2Cc1ccc(F)cc1)c1ccc(F)cc1 (stereo not drawn)	-6
CCOC(=O)CN1C(=O)N[C@@H](c2cccc(F)c2)C(C(=O)OC)=C1C	23
Cc1ccnc(OC(C(=O)O)C(OCCc2ccccc2)(c2ccccc2)c2ccccc2)n1 (stereo not drawn)	-19
CC(C)NC(=O)c1c(O)c2cccc3c2n(c1=O)CCC3	3
CC(C)CC[C@@H](O)[C@](C)(O)C1CC[C@@]2(O)C3=CC(=O)[C@@H]4C[C@@H](O)[C@@H](O)C[C@]4(C)C3CC[C@]12C (stereo partly drawn)	8
COc1cc2c(cc1OC)C(c1ccccc1Br)NC(=O)C2 (stereo not drawn)	1
CC1(C)Cc2c(cnn2-c2ccc(F)cc2)C(NC(=O)C(C)(C)O)C1 (stereo not drawn)	-10
COc1cc(CN2CCCC(C(=O)c3ccc(C(C)(C)C)cc3)C2)cc(OC)c1O (stereo not drawn)	11
O=C(NCc1cccc(OC(F)(F)F)c1)c1cccc2c1C(=O)c1ccc(-c3ccc(F)cc3OCc3ccccc3)cc1S2(=O)=O	17
O=Cc1cc(Cl)ccc1OCCN1CCC(Cc2ccccc2)CC1	-2
COC(=O)c1ccc2nc3c(cc2c1)[C@@H]1CCN2C(=O)CCC[C@H](C3)[C@H]12	-6
CCCOc1ccc(-c2c(=O)n(OCC(=O)OCC)c3ccccc3[n+]2[O-])cc1	5
COC(=O)c1ccc(/C=C/c2c(-c3ccsc3)sc3ccccc23)cc1	-30
Cc1cccc(NC(=O)c2ccccc2C(=O)Nc2cccc(C)c2)c1	-9
CCC1(C)Cc2c(C#N)c(SC)nc(N3CCOCC3)c2CO1 (stereo not drawn)	-2
Cc1onc(-c2ccccc2)c1-c1n[nH]c(=S)n1-c1ccccc1	5
COc1ccc(NC(=O)c2cnn(-c3ccccc3)c2C)c(OC)c1	10
CCOc1ccc(OCC)c(S(=O)(=O)n2cnc(C)c2)c1	11
OCC[C@H]1C[C@@H](O)[C@H](O)[C@@]2(CCCCO2)O1	-48
COc1cc(/C=C/C(=O)Nc2cccnc2)cc(OC)c1OC	20
Cc1cnc(C(=O)Nc2ccc(OC(F)(F)F)cc2)cn1	-7
C=C(Br)CN1[C@@H](Cc2ccccc2)[C@H](O)[C@@]23C=C[C@@H](C[C@@H]2S1(=O)=O)O3	13
Cc1ccc2c(c1)[C@H]1[C@H](CO2)[C@H](c2ccccc2)[C@]2(C)C(=O)NCC(=O)N12	1
COC(=O)c1ccc(NC(=S)NC(=O)c2cccnc2)cc1	11
COc1cc(/C=N/NC(=O)c2ccc(O)cc2)ccc1OCC(=O)Nc1cccc([N+](=O)[O-])c1	17
CC(O)CNC(=O)Cc1cc(=O)[nH]c(=O)[nH]1 (stereo not drawn)	-11
CCCn1c(C(C)Nc2nc(-c3ccc(C)cc3)cs2)nc2cc(Cl)c(N3CCCCC3)cc21 (stereo not drawn)	-15
CCC(C)(C)NC(=O)C1CC(=O)N(CCc2ccc(F)cc2)C1 (stereo not drawn)	5
CC(C)NC(=O)N(C)C[C@H]1Oc2c(cccc2N(C)C)C(=O)N([C@H](C)CO)C[C@@H]1C	-2
CCOC(=O)Nc1ccc2c(c1)N(C(=O)CN(CC)CC)c1ccccc1CC2	-15
O=[n+]1c2c(n([O-])c3cc(F)c(N4CCCC4)cc31)CCC2	17
CCN(Cc1cc(=O)oc2cc(C)ccc12)c1ccccc1	-3
Cc1c(C(=O)N(C)CCn2ccnc2C)oc2c(F)cccc12	-11

Screens: PubChem BioAssay, The Scripps Research Institute Molecular Screening Center

Not all compounds are listed, so the mix of outcomes need not match the whole.
